Luc counter – Counterscreen for Luciferase (Kinase-Glo TM) Inhibition. AID 1379, 2008. Potency, µM (top dose mostly 38.3 µM), for inactives: at the top dose activity change, negative = inhibition, hits mostly inhibitors. Kinase-Glo luciferase, ATP luminescence, 8 min. 200,000 compounds, 0.28% hits; also: potency is read from the fitted curve at half-maximal effect; % is scaled to controls: 0 for no effect and ±100 for the full control effect; nearly all actives have a fitted effect of over 60% in size
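Luminescence was the read-out, taken after 8-minute incubation at ambient temperature. Luciferase turned over luciferin with 10 uM ATP in imidazole pH 7.2 buffer containing KCl, MgCl2, Tween 20 and BSA.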
CBFb-RUNX1 inh – qHTS Assay for Compounds Blocking the Interaction Between CBF-beta and RUNX1 for the Treatment of Acute Myeloid Leukemia. Runt-related transcription factor 1 (Homo sapiens) + Core-binding factor subunit beta …. AlphaScreen CBFb-His/RUNX1-biotin binding, biochemical. Potency, µM (titrated, usually from 59.8 µM), inactives show top-dose activity, negative = inhibition, usual class: inhibitors. 230,000 tested, under 10 active; also: % of control where 0% means no effect
Target sequence (Q01196 whole entry, looked up): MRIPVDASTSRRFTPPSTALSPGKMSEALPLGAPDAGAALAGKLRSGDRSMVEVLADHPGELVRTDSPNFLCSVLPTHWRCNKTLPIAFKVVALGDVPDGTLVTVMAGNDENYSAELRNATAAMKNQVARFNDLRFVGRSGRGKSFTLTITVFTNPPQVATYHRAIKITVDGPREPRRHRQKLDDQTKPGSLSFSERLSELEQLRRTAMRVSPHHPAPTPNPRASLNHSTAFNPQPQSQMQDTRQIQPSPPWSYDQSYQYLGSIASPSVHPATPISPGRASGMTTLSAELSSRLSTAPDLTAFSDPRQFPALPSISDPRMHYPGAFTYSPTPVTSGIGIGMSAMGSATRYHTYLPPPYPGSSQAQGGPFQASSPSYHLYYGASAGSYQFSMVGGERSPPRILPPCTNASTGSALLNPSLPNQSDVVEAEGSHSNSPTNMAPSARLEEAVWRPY
Target sequence (Q13951 whole entry, looked up): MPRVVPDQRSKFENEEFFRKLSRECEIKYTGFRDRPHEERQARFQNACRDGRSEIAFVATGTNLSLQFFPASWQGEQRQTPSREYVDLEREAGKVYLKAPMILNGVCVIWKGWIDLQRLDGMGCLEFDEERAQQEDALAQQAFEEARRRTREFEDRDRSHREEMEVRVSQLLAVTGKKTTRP
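Bead-based AlphaScreen assay; binding partners His-tagged CBF-beta and biotinylated RUNX1 at 30 nM each. Compound exposure 15 min after a 20-min protein preincubation; bead step 90 min; all steps at room temperature.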
Lamin A splicing – qHTS Assay for Modulators of Lamin A Splicing. HeLa LMNA splicing GFP/RFP minigene ratio, 48 h. Potency, µM (top dose mostly 46.1 µM), for inactives: at the top dose ratio change, negative = inhibition, hits mostly inhibitors. 200,000 compounds, 0.01% hits; active = well fitted inhibition curve with a large enough effect in the signal ratio, with a control signal flat, not every such curve was filed as active; inconclusive = small, poorly fitted or top-dose-only effect, or effect the other way, or a change in a side signal; the % refers to the signal ratio; also: potency is read from the fitted curve at half-maximal effect; % is scaled to controls: 0 for no effect and ±100 for the full control effect
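Read-out is the ratio of GFP to DsRed2 object intensity, acquired by 488 nm laser-scanning cytometry on HeLa lamin A-EGFP minigene reporter cells. Compound incubation 48 hrs at 37 °C in Opti-MEM with 2% FBS; DMSO 0.5% final.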
SMN2 splice up – qHTS Assay for Enhancers of SMN2 Splice Variant Expression. 210,000 compounds, 2.8% hits. HEK293 SMN2-luciferase splicing reporter, luminescence, 30-36 h. Potency, µM (titrated, usually from 46.1 µM), without a hit: at the highest dose activity change, positive = activation, hits mostly activators. AID 1458, 2008; also: potency is read from the fitted curve at half-maximal effect; % of control where 0% means no effect; nearly all actives have a fitted effect of over 55% in size
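HEK293 cells carry an SMN2 […]–luciferase reporter in which exon 7 inclusion puts luciferase in frame. Cells were plated 10-12 h before compound addition, then incubated 30-36 h at 37C. ONE-Glo luminescence was read; sodium butyrate at 4.5 mM final served as control.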
IMPase Li inh – qHTS Assay for Identifying the Cell-Membrane Permeable IMPase Inhibitors: Potentiation with Lithium; CHO-M1 cells, IP1 TR-FRET (IP-One), carbachol + lithium; Potency, µM (series often up to 59.4 µM), for inactives: top-dose activity, negative = IMPase inhibition, actives largely listed as inhibitors; 210,000 compounds, 0.35% hits; AID 1457, 2008;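 also: IP1 builds up when IMPase is blocked and the TR-FRET signal falls; potency is read from the fitted curve at half-maximal effect; plate controls were basal vehicle for no effect and high inhibitor control for full effect; nearly all actives have a fitted effect of over 50% in size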
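CHO cells stably expressing M1 receptor (2000/well, cultured 16–30 h) treated 30 min at 37C with compound plus low lithium. Cytosolic IP1 by TR-FRET (665/620 ratio and 620 channel) after 10 min lysis; AC50 by Hill fit.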
HTT cytoprotect – qHTS Multiplex Assay to Identify Dual Action Probes in a Cell Model of Huntington: Cytoprotection (ATP) | PC12 HTT-Q103 induced, cytoprotection, ATP luminescence, 40 h | Potency, µM (series often up to 56.4 µM), for the others: cytoprotection (ATP increase), hits mostly activators | 230,000 compounds, 0.14% hits | AID 1471, 2008;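 also: potency is read from the fitted curve at half-maximal effect; % of control where 0% means no effect; nearly all actives have a fitted effect of over 45% in size; toxic huntingtin expression switched on by the ecdysone agonist tebufenozide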
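PC12 cells stably carrying ecdysone-inducible Htt exon 1 (Q103)–GFP were induced with 100 nM tebufenozide (final) alongside library compounds in a dose series. Cytoprotection was scored as retained ATP by ATPlite luminescence.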
HttQ103 aggreg – qHTS Multiplex Assay to Identify Dual Action Probes in a Cell Model of Huntington: Aggregate Formation (GFP); 220,000 compounds, 1.1% hits; PC12 HttQ103-GFP aggregates, Acumen cytometry, 40 h; Potency, µM (series often up to 46.1 µM), without a hit: at the highest dose activity change, negative = inhibition, usual class: inhibitors; also: potency is read from the fitted curve at half-maximal effect; % is scaled to controls: 0 for no effect and ±100 for the full control effect; nearly all actives have a fitted effect of over 60% in size
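PC12/HTTQ103-GFP, ecdysone-inducible; teb 100 nM; cpd qHTS titration; GFP aggregates read on laser cytometer, Ex 488/Em 500-530 nm.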
The depositor's hits bear a star; [ ] = dose if it differs, or a comment. Unless noted, calls follow the shape of the dose curve; as a rule, active = well fitted curve in the direction sought with a large enough effect; inconclusive = small, poorly fitted or top-dose-only effect, or another doubt; inactive = no such curve, though single readings can be large; an effect the other way counts as inactive or inconclusive.

What do the screens show for `CN(C)S(=O)(=O)c1cccc(NC(=O)Cc2ccc(Cl)cc2)c1`?
Luc counter: 1%; CBFb-RUNX1 inh: 6%; Lamin A splicing: inconclusive; SMN2 splice up: -24%; IMPase Li inh: 4%; HTT cytoprotect: 9%[10 µM]; HttQ103 aggreg: 6%

What do the screens show for `CCn1nnc(NC(=O)COc2ccc([N+](=O)[O-])cc2)n1`?
CBFb-RUNX1 inh: 11%; HTT cytoprotect: 2%[10 µM]; HttQ103 aggreg: 4%[9.22 µM]

How did CCCC(=O)N(c1ccccc1)C1C=CS(=O)(=O)C1 (stereo not given) do in these assays?
Luc counter: 2%; CBFb-RUNX1 inh: 3%; SMN2 splice up: -6%; IMPase Li inh: -2%; HTT cytoprotect: -57%[inhibitor]; HttQ103 aggreg: -20%

What do the screens show for `CCOC(=O)N1CCN(C(=O)Nc2ccc(Cl)cc2Cl)CC1`?
Luc counter: 1%; CBFb-RUNX1 inh: 0%; Lamin A splicing: 8%; SMN2 splice up: -4%; IMPase Li inh: 24%[38.3 µM]; HTT cytoprotect: 9%; HttQ103 aggreg: -9%

What do the screens show for `COc1cc(NC(=O)CCn2c(=O)[nH]c3ccsc3c2=O)cc(OC)c1`?
Luc counter: -1%; CBFb-RUNX1 inh: -6%; Lamin A splicing: -21%; SMN2 splice up: -17%; IMPase Li inh: -2%; HTT cytoprotect: 3%[10 µM]; HttQ103 aggreg: 5%

What do the screens show for `C=CCN=c1scc(C)n1/N=C/c1ccc(O)c(O)c1`?
Luc counter: -1%; CBFb-RUNX1 inh: inconclusive; Lamin A splicing: -9%[46 µM]; SMN2 splice up: 16µM*; IMPase Li inh: 18%; HTT cytoprotect: -8%[10 µM]; HttQ103 aggreg: inconclusive

What do the screens show for `COc1ccc(/C=N/Nc2nnc(Cc3ccccc3)c(=O)[nH]2)cc1`?
CBFb-RUNX1 inh: 5%; HTT cytoprotect: 26%[10 µM]; HttQ103 aggreg: 0%[9.22 µM]

How did Nc1cccc2cnccc12 do in these assays?
Luc counter: 0%; CBFb-RUNX1 inh: 0%; Lamin A splicing: inconclusive; SMN2 splice up: -10%; IMPase Li inh: -5%[38.3 µM]; HTT cytoprotect: -19%; HttQ103 aggreg: -6%

Results for OCCNCc1cc(Br)ccc1OCc1ccccc1Cl ?
Luc counter: 2%; CBFb-RUNX1 inh: 0%; Lamin A splicing: inconclusive; SMN2 splice up: -33%[inhibitor]; IMPase Li inh: 4%; HTT cytoprotect: 30%[10 µM]; HttQ103 aggreg: -18%

What do the screens show for `O=C(CSc1ncnc2ccccc12)N1CCCC1`?
Luc counter: -5%; CBFb-RUNX1 inh: -2%; Lamin A splicing: -29%; SMN2 splice up: 6%; IMPase Li inh: -3%[38.3 µM]; HTT cytoprotect: -5%; HttQ103 aggreg: inconclusive

What do the screens show for `CCC(C)(C)n1nnnc1C(c1ccccc1)N1CCc2ccccc2C1` (stereo not given)?
Luc counter: -4%; CBFb-RUNX1 inh: 0%; Lamin A splicing: 3%; SMN2 splice up: inconclusive; IMPase Li inh: 56%[activator][38.3 µM]; HTT cytoprotect: -2%; HttQ103 aggreg: -1%

What do the screens show for `CCc1c(O)nc(SCC(=O)N2CCCCC2)n(-c2ccccc2C)c1=O`?
Luc counter: 1%; CBFb-RUNX1 inh: 1%; Lamin A splicing: 11%; SMN2 splice up: 1%; IMPase Li inh: -2%[38.3 µM]; HTT cytoprotect: 4%; HttQ103 aggreg: 0%

How did COc1ccccc1NC(=O)CSc1nc2ccccc2cc1Cc1ccccc1 do in these assays?
Luc counter: -4%; CBFb-RUNX1 inh: 2%; Lamin A splicing: -1%; SMN2 splice up: -7%; IMPase Li inh: 11%[38.3 µM]; HTT cytoprotect: -16%; HttQ103 aggreg: 3%

What do the screens show for `O=C(N/N=C/c1cc2c(cc1Cl)OCO2)c1ccc2c(c1)OCCO2`?
CBFb-RUNX1 inh: -2%; HTT cytoprotect: -3%[10 µM]; HttQ103 aggreg: -1%[9.22 µM]

What do the screens show for `COC(=O)c1ccc(C(=O)N(CCN(C)C)c2nc3c(Cl)cccc3s2)cc1`?
Luc counter: -1%; CBFb-RUNX1 inh: 8%; Lamin A splicing: inconclusive; SMN2 splice up: -9%; IMPase Li inh: -1%; HTT cytoprotect: 5%; HttQ103 aggreg: -13%

What do the screens show for `O=C(COc1cccc2cccnc12)NNC(=S)Nc1ccccc1`?
Luc counter: 2%; CBFb-RUNX1 inh: -4%; SMN2 splice up: 21%; IMPase Li inh: -8%; HTT cytoprotect: -29%; HttQ103 aggreg: -9%

Results for Cc1ccc(C(=O)COC(=O)CCC(=O)NC2CCCCC2)cc1[N+](=O)[O-] ?
Luc counter: -1%; CBFb-RUNX1 inh: 6%; Lamin A splicing: inconclusive; SMN2 splice up: 4%; IMPase Li inh: 0%; HTT cytoprotect: 25%; HttQ103 aggreg: -1%

How did O=C1NC[C@@H](Cc2cccc3ccccc23)N(CCc2cc(C(F)(F)F)cc(C(F)(F)F)c2)C1=O do in these assays?
CBFb-RUNX1 inh: 16%; HTT cytoprotect: 14%[10 µM]; HttQ103 aggreg: -15%[9.22 µM]

How did COc1ccc(OC)c(NC(=O)Cn2cc(C#N)c3ccccc32)c1 do in these assays?
Luc counter: -2%; CBFb-RUNX1 inh: -3%; Lamin A splicing: inconclusive; SMN2 splice up: 24%; IMPase Li inh: 33%[38.3 µM]; HTT cytoprotect: 6%; HttQ103 aggreg: -1%

What do the screens show for `COCCNC(=S)N/N=C(\C)c1ccc(Cl)c(Cl)c1Cl`?
Luc counter: -1%; CBFb-RUNX1 inh: -5%; Lamin A splicing: 27%[46 µM]; SMN2 splice up: 8%; IMPase Li inh: 3%; HTT cytoprotect: -7%; HttQ103 aggreg: inconclusive

How did O=C(O)CC1(O)C(=O)N(Cc2ccccc2)c2ccccc21 (stereo not given) do in these assays?
Luc counter: 0%; CBFb-RUNX1 inh: 12%; Lamin A splicing: 8%[46 µM]; IMPase Li inh: 1%; HTT cytoprotect: -11%[10 µM]; HttQ103 aggreg: -18%[9.22 µM]

Results for CN1CCN(C(=O)C23CC4CC(C2)CC(c2ccccc2)(C4)C3)CC1 ?
CBFb-RUNX1 inh: -4%; IMPase Li inh: 17%; HTT cytoprotect: -8%[10 µM]; HttQ103 aggreg: -1%[9.22 µM]

How did CC1(C)CNC(=O)c2sc(NC(=O)c3ccccc3)nc2C1 do in these assays?
Luc counter: -4%; CBFb-RUNX1 inh: 0%; Lamin A splicing: 1%[9.22 µM]; SMN2 splice up: 11µM*; IMPase Li inh: -4%; HTT cytoprotect: -49%[inhibitor]; HttQ103 aggreg: 18%

How did O=C(Cn1cccc1C(=O)c1ccccc1)NCc1cccs1 do in these assays?
Luc counter: -6%; CBFb-RUNX1 inh: -7%; Lamin A splicing: 5%; SMN2 splice up: 13%; IMPase Li inh: 7%[38.3 µM]; HTT cytoprotect: 17%; HttQ103 aggreg: -5%

What do the screens show for `CC(C)CC(C(=O)NCC1CCCO1)N(C(=O)Cn1nnc(-c2ccc(F)cc2)n1)c1ccccc1F` (stereo not given)?
Luc counter: 0%; CBFb-RUNX1 inh: -2%; Lamin A splicing: 8%; SMN2 splice up: -11%; IMPase Li inh: -20%[38.3 µM]; HTT cytoprotect: -6%; HttQ103 aggreg: 13%

How did O=c1c2ccccc2nnn1CSc1nnc(-c2cccs2)n1Cc1ccccc1 do in these assays?
Luc counter: 2%; CBFb-RUNX1 inh: -1%; Lamin A splicing: inconclusive; SMN2 splice up: inconclusive; IMPase Li inh: 22%[38.3 µM]; HTT cytoprotect: -2%[10 µM]; HttQ103 aggreg: -6%

Results for CCOC(=O)CSc1nnc(Cc2cc(=O)[nH]c(=O)[nH]2)n1-c1cccc(OC)c1 ?
Luc counter: -3%; CBFb-RUNX1 inh: 1%; Lamin A splicing: 3%; SMN2 splice up: -9%; IMPase Li inh: -12%[38.3 µM]; HTT cytoprotect: 7%[0.074 µM]; HttQ103 aggreg: 17%

How did COc1ccc(CNCCNC(=O)c2cccs2)cc1OC do in these assays?
Luc counter: 5%; CBFb-RUNX1 inh: 4%; Lamin A splicing: 14%[46 µM]; SMN2 splice up: -11%; IMPase Li inh: 3%; HTT cytoprotect: -17%; HttQ103 aggreg: -5%

How did C=CCN1C(=O)C(Cc2cccc(Cl)c2)SC1=Nc1ccc(C(=O)O)cc1 (stereo not given) do in these assays?
CBFb-RUNX1 inh: -2%; IMPase Li inh: 11%; HTT cytoprotect: -59%; HttQ103 aggreg: 15%

What do the screens show for `CCC(=O)/C=C1\Sc2ccc(OC)cc2N1CC`?
Luc counter: -1%; CBFb-RUNX1 inh: -6%; Lamin A splicing: 19%; SMN2 splice up: -20%; IMPase Li inh: 22%[38.3 µM]; HTT cytoprotect: -19%[10 µM]; HttQ103 aggreg: inconclusive

What do the screens show for `CCO[C@@H]1OC(C(=O)O)=C[C@H](c2ccc(C(F)(F)F)cc2)[C@H]1CCCO`?
CBFb-RUNX1 inh: 15%; IMPase Li inh: 2%; HTT cytoprotect: 3%[10 µM]; HttQ103 aggreg: -6%[9.22 µM]

How did COc1ccc([N+](=O)[O-])cc1NS(=O)(=O)c1ccc(C)cc1 do in these assays?
CBFb-RUNX1 inh: 1%; HTT cytoprotect: 7%[10 µM]; HttQ103 aggreg: -15%[9.22 µM]

Ordered by molecular weight (falling): part of the list above
What do the screens show for `CCO[C@@H]1OC(C(=O)O)=C[C@H](c2ccc(C(F)(F)F)cc2)[C@H]1CCCO`?
CBFb-RUNX1 inh: 15%; IMPase Li inh: 2%; HTT cytoprotect: 3%[10 µM]; HttQ103 aggreg: -6%[9.22 µM]

Results for OCCNCc1cc(Br)ccc1OCc1ccccc1Cl ?
Luc counter: 2%; CBFb-RUNX1 inh: 0%; Lamin A splicing: inconclusive; SMN2 splice up: -33%[inhibitor]; IMPase Li inh: 4%; HTT cytoprotect: 30%[10 µM]; HttQ103 aggreg: -18%

What do the screens show for `CCOC(=O)N1CCN(C(=O)Nc2ccc(Cl)cc2Cl)CC1`?
Luc counter: 1%; CBFb-RUNX1 inh: 0%; Lamin A splicing: 8%; SMN2 splice up: -4%; IMPase Li inh: 24%[38.3 µM]; HTT cytoprotect: 9%; HttQ103 aggreg: -9%
